Screens as filed in PubChem BioAssay.
HGIII-sPLA2 inh = Blocks human group III sPLA2 activity; Q9NZ20; QFRET BODIPY PC-A2 liposome hydrolysis, fluorescence; inhibition, % at 12.2 µM; actives 0.56% (n = 370,000);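 active = inhibition above mean plus 3 SD of compounds lying within the high and low control bounds, cut at about 19% in these data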;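 also: 0% = median of test compound wells and 100% = no enzyme DMSO wells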
hgDAF-12 ag = hgDAF-12 agonism, primary luciferase screen; actives 1.8% (n = 370,000); HEK293 GAL4-hgDAF12 UAS-luciferase reporter, agonist luminescence; normalized to butyrate control; activation, % at 6.8 µM;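 active = activation above a cutoff set at the mean of all screened compounds plus 3 SD, cut at about 10% in these data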;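 also: 0% = DMSO wells and 100% = sodium butyrate wells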
hcDAF12 agonist = H. contortus DAF-12 activation, primary screen. HEK293 hcDAF-12 lit1-tk-luc reporter, luminescence; 0% DMSO, 100% Δ7-dafachronic acid. activation, % at 6.8 µM. actives 1.4% (n = 370,000);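 active = activation above the mean of all tested compounds plus 3 SD, cut at about 5.5% in these data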;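 also: 100% = response to 3 µM Δ7-dafachronic acid high control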
PG9 binder = PG9 antibody binding by small molecule; actives 0.43% (n = 360,000); TR-FRET gp120-PG9 antibody binding; inhibition, % at 6.7 µM; AID 624416; in the data active = inhibition above about 8.5%
FXN GAA850 act = increases GAA850 frataxin promoter reporter activity; HEK293 lucGAA850 FXN promoter luciferase reporter, 24 h; percent of 10 µM SAHA response; actives 0.56% (n = 360,000); AID 540364; activation, % at 6 µM;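 active = activation above the average of all compounds screened plus 3 SD, cutoff fixed separately per campaign, cut at about 7.5% in these data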;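 also: 0% = DMSO wells and 100% = 10 µM SAHA wells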
PLC-beta3 inh = PLC-beta3 (human) inhibition, primary screen; Q01970; inhibition, % at 12.2 µM; actives 0.18% (n = 370,000); Purified PLC-beta3, fluorogenic substrate, fluorescence; in the data active = inhibition above about 11%;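 also: 0% = median of compound wells on plate and 100% = full blocker control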
NR1D1 modulator = modulators of human Rev-erb alpha DNA binding; Rev-erbα–FITC-DNA binding, fluorescence polarization, 90 min; activity, % at 10 µM; actives 0.79% (n = 370,000); AID 1259318;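 active = activity above about 14%, limit read from the data; passing the limit was not always enough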;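 also: 0% = DMSO wells with 35 nM protein and 100% = DMSO wells with 750 nM protein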
Target sequence (P20393 whole entry, looked up): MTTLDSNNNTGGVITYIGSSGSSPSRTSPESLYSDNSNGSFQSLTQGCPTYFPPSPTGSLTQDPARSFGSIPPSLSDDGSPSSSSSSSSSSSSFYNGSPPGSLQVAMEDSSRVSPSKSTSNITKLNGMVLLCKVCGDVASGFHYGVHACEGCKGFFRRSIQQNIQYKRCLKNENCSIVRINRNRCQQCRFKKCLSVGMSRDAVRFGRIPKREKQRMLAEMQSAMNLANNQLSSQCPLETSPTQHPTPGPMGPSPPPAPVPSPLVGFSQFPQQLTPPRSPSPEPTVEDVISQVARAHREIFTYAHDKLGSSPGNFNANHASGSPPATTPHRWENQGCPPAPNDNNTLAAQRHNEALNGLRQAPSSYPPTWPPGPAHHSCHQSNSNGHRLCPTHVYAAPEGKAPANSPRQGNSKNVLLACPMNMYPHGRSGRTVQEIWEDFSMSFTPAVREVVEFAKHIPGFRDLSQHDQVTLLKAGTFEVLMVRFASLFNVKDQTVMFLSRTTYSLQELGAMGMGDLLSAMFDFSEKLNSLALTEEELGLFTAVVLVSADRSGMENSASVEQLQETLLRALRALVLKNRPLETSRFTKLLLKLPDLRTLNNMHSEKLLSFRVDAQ
DAX1 inh-1 = inhibits human nuclear receptor DAX1; inhibition, % at 6.75 µM; actives 0.99% (n = 340,000); AID 504766; HEK293 Gal4-DAX1 luciferase reporter, luminescence;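 active = inhibition above the mean over all tested compounds plus 3 SD, cut at about 4.2% in these data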;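 also: 0% = DAX1-transfected cells with DMSO and 100% = empty-vector control cells with DMSO; inhibition shows as a rise in luminescence from relieved DAX1 repression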
Target sequence (P51843 207-470 limits assumed): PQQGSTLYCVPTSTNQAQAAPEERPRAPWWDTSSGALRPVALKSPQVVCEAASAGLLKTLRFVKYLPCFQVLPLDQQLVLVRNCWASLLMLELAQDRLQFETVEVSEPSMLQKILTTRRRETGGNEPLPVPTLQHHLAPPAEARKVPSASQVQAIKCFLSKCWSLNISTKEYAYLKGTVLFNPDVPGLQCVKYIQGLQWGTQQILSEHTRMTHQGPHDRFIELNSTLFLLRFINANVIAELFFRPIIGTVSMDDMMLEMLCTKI
SMARCA2 activ = activators of SMARCA2 function | MG213 cells, MMTV-luciferase reporter, dexamethasone, overnight | activation, % at 9.1 µM | actives 1% (n = 370,000) | AID 652017; in the data active = activation above about 7.8%;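 also: 0% = vehicle wells and 100% = reference activator wells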
ssDAF12 agonist = activates DAF-12 receptor from parasite S. stercoralis | HEK293 ssDAF-12/GRIP1 lit1-tk-luc reporter, luminescence; % of 3 µM dafachronic acid response | activation, % at 6.8 µM | actives 1% (n = 370,000);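 active = activation above the mean over all tested compounds plus 3 SD, cut at about 0.9% in these data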;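 also: 0% = DMSO-only wells and 100% = 3 µM delta7-dafachronic acid wells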
DAX1 inh-2 = blocks DAX1 repression of SF-1 activated StAR promoter; HEK293T StAR-luciferase reporter, SF-1/DAX-1 repression relief; inhibition, % at 6.8 µM; actives 1.1% (n = 370,000); AID 652010;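 active = inhibition above the mean over all tested compounds plus 3 SD, cut at about 3.6% in these data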;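 also: 0% = DAX-1 cells with DMSO and 100% = cells lacking DAX-1 with DMSO; higher inhibition means more luminescence from relief of DAX-1 repression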
* marks the source's active call; other numbers are inactive results; · = not tested or not shown.

SMILES	HGIII-sPLA2 inh	hgDAF-12 ag	hcDAF12 agonist	PG9 binder	FXN GAA850 act	PLC-beta3 inh	NR1D1 modulator	DAX1 inh-1	SMARCA2 activ	ssDAF12 agonist	DAX1 inh-2
CC(C)CN(c1ccccc1)S(=O)(=O)c1nnc(NC(=O)c2ccco2)s1	-1	3.2	0.7	0.3	1.4	-38	-1	-0.9	1	-1.2	0.1
CCCc1nnc(NC(=O)CCC(=O)N2CCCCCC2)s1	0	-0.8	-0.2	1.0	1.3	1	-8	-0.3	-1	-0.9	-0.7
CN(CCOC(=O)c1ccc2c(c1)OCCO2)C(C)(C)C	-2	1.9	0.3	0.8	-0.4	2	-3	0.1	1	-0.8	0.6
NS(=O)(=O)c1ccc(N=Cc2c(O)n(-c3nccs3)c(=O)c3ccccc23)cc1	11	-2.4	-1.7	0.4	2.3	-462	0	-1.9	-3	-2.0	0.5
CC1(C)CC(=O)C(CCCN2C(=O)c3ccccc3C2=O)C(=O)C1	-1	-1.0	-2.1	-0.2	-1.9	0	1	0.3	-3	-0.7	-0.1
COc1ccc(OC)c(NC(=O)CSc2nc(=O)n(CCN3CCOCC3)c3c2CCCC3)c1	0	0.3	-0.6	0.3	0.0	-4	1	-1.8	0	-1.1	1.3
COc1ccc(OC)c(C(C)NC(=S)Nc2ccc(S(=O)(=O)Nc3ncccn3)cc2)c1 (configuration not stated)	-11	0.4	-1.7	-0.5	0.5	-3	-4	0.4	-2	-0.7	0.0
O=C(Nc1nnc([C@@H]2C[C@H](O)[C@@H](CO)O2)s1)c1cccc(Oc2ccccc2)c1	3	-0.6	-1.7	3.4	1.9	-26	0	·	-3	-1.0	-0.5
Cc1ccc(OCC(=O)Nc2cccc3ccccc23)c([N+](=O)[O-])n1	-1	-1.5	0.5	-1.2	4.3	-45	4	1.4	0	-0.5	1.9
O=C(C1CCCN1S(=O)(=O)c1ccc(F)cc1)N1CCc2ccccc2C1 (configuration not stated)	10	-3.5	-2.3	·	·	-4	1	·	-5	-1.2	-0.7
C/C(N)=C(/C#N)C(=O)CSc1nc(-c2ccccc2)c(-c2ccccc2)o1	-30	3.3	0.7	-3.1	3.2	-30	4	-1.6	-1	-0.5	0.3
O=C(C1CCCN(Cc2ccccc2F)C1)N1CCc2ccccc2C1 (configuration not stated)	-3	-3.0	-0.8	-1.2	-0.1	-4	-3	·	-3	-0.9	-0.7
Cc1ccc2c(CC(=O)Nc3ccc4nc(N5CCOCC5)sc4c3)coc2c1	-16	-0.9	2.7	-6.5	0.2	-14	2	0.0	-1	-0.2	-0.8
C=CCNc1nc(C(=O)OC(C)C(=O)c2ccc(C)cc2)cs1 (configuration not stated)	-3	5.6	1.1	1.8	3.8	-2	3	1.8	3	-0.2	2.8
O=C(O)CC(c1cccc2ccccc12)N1Cc2ccccc2C1=O (configuration not stated)	-2	1.9	2.3	-3.9	-0.6	1	1	2.2	1	-1.4	-0.1
CC(=O)Nc1cccc(NC(=O)c2c(-c3c(Cl)cccc3Cl)noc2C)c1	-14	-3.3	-3.6	-1.1	-0.4	5	4	-0.5	0	-1.3	-0.7
COc1ccc(C(C)(O)c2nc(-c3cccc(NC(C)=O)c3)cs2)cc1 (configuration not stated)	-8	-0.8	-1.2	-0.1	0.5	0	-3	·	-3	-1.4	-1.0
Cn1cnnc1SCC(=O)N1CCc2ccccc21	2	-0.9	-1.1	-1.6	-0.2	-2	1	0.3	1	-1.0	-0.1
Cc1ccc(C(=O)OCC(=O)NCc2ccc(Cl)cc2)s1	-15	3.5	0.0	-0.8	1.6	-5	-5	1.5	-1	-1.6	3.4
COc1ccc(-c2cc(C(=O)N3CCN(C(c4ccccc4)c4ccccc4)CC3)no2)cc1OC	-3	3.5	-1.0	-2.1	3.6	4	2	1.8	-5	-0.4	0.1
CCCCCCCOC1(c2ccccc2)OC(=O)c2ccccc21 (configuration not stated)	-1	-1.8	-2.1	-0.6	0.0	4	9	0.3	4	-1.2	-0.4
O=C(CSc1nc2ccccc2s1)N/N=C/c1ccccc1C(=O)O	7	-5.5	1.3	-1.9	-8.8	-12	2	1.4	-6	-1.2	-1.5
Cc1ccc(C(=O)OC2OC(=O)C(Cl)=C2N2CCOCC2)cc1 (configuration not stated)	-1	-2.4	-2.1	-0.6	1.9	-1	-5	-0.5	-3	-1.6	0.1
O=C1C2C3c4ccccc4C(c4ccccc43)C2C(=O)N1c1ccncc1 (configuration not stated)	1	-0.9	0.7	-1.1	1.0	-5	-1	0.5	-3	-0.1	-0.2
Cc1ccc(C)c(OCC(=O)Nc2cc(NC(=O)COc3cc(C)ccc3C)cc(C(=O)O)c2)c1	-25	-0.6	-1.2	-0.5	1.9	-9	2	-0.3	-1	-1.4	0.1

A draw from above in order of SMILES length, lowest first.
SMILES	HGIII-sPLA2 inh	hgDAF-12 ag	hcDAF12 agonist	PG9 binder	FXN GAA850 act	PLC-beta3 inh	NR1D1 modulator	DAX1 inh-1	SMARCA2 activ	ssDAF12 agonist	DAX1 inh-2
CN(CCOC(=O)c1ccc2c(c1)OCCO2)C(C)(C)C	-2	1.9	0.3	0.8	-0.4	2	-3	0.1	1	-0.8	0.6
O=C(O)CC(c1cccc2ccccc12)N1Cc2ccccc2C1=O (configuration not stated)	-2	1.9	2.3	-3.9	-0.6	1	1	2.2	1	-1.4	-0.1
C=CCNc1nc(C(=O)OC(C)C(=O)c2ccc(C)cc2)cs1 (configuration not stated)	-3	5.6	1.1	1.8	3.8	-2	3	1.8	3	-0.2	2.8
Cc1ccc2c(CC(=O)Nc3ccc4nc(N5CCOCC5)sc4c3)coc2c1	-16	-0.9	2.7	-6.5	0.2	-14	2	0.0	-1	-0.2	-0.8
C/C(N)=C(/C#N)C(=O)CSc1nc(-c2ccccc2)c(-c2ccccc2)o1	-30	3.3	0.7	-3.1	3.2	-30	4	-1.6	-1	-0.5	0.3
COc1ccc(OC)c(C(C)NC(=S)Nc2ccc(S(=O)(=O)Nc3ncccn3)cc2)c1 (configuration not stated)	-11	0.4	-1.7	-0.5	0.5	-3	-4	0.4	-2	-0.7	0.0
O=C(Nc1nnc([C@@H]2C[C@H](O)[C@@H](CO)O2)s1)c1cccc(Oc2ccccc2)c1	3	-0.6	-1.7	3.4	1.9	-26	0	·	-3	-1.0	-0.5

(cont.)
SMILES	HGIII-sPLA2 inh	hgDAF-12 ag	hcDAF12 agonist	PG9 binder	FXN GAA850 act	PLC-beta3 inh	NR1D1 modulator	DAX1 inh-1	SMARCA2 activ	ssDAF12 agonist	DAX1 inh-2
CC(=O)Nc1ccc(S(=O)(=O)NCc2cccnc2)cc1	3	0.5	6.0*	0.2	0.9	1	-4	0.5	-4	-1.5	-0.1
COCC(=O)Nc1ccc(Br)cc1	1	0.6	-1.8	2.2	2.0	2	3	1.7	0	-0.6	-0.8
CN1CCN(C(=O)C(Cc2ccccc2)NS(=O)(=O)c2ccc3c(c2)CCC(=O)N3)CC1 (configuration not stated)	18	3.1	3.1	-2.3	-0.9	0	1	2.8	1	0.0	0.7
COc1ccc(NC(=O)c2ccc3c(c2)NC(=O)CO3)cc1OC	-1	2.7	-1.1	2.2	0.5	-3	8	-0.2	-1	-0.9	-0.4
Cc1ccc(C(=O)c2cc([N+](=O)[O-])ccc2N2CCCCC2)cc1	16	-5.5	-0.3	0.5	-0.7	-5	1	-0.6	-4	-0.8	0.6
COC(=O)C1=C(C)N(Cc2ccccc2C(F)(F)F)C(=NCc2ccccc2)NC1c1cccc(F)c1 (configuration not stated)	0	-1.3	0.9	-0.3	·	-8	-4	·	-3	-0.7	-0.5
COC(=O)[C@]12C[C@H](CC(=O)NCc3ccc(OC)c(OC)c3)C(=O)N(Cc3ccco3)C1=C[C@H](C1CCCC1)O[C@@H]2C	-7	-3.8	-0.1	·	·	0	-4	·	-2	-1.2	-0.4
Cc1cccc(C)c1NC(=O)C1(C)CSCC(=O)N1CCc1ccccc1 (configuration not stated)	5	-2.5	-1.2	0.9	·	1	0	·	4	-0.6	0.1
CC(=O)c1ccc(OC(C)C)c(CN2CCCCC2)c1	0	0.1	-1.2	0.6	-0.8	-1	-6	-1.2	0	-1.0	-0.2
O=C(COC(=O)C1CCN(S(=O)(=O)c2cccs2)CC1)NCc1ccccc1	-3	-2.8	-0.9	-0.1	3.0	1	4	-0.5	2	-1.5	1.1
O=C(Nc1ccccc1N1CCCC1)c1cccc(Cl)c1Cl	6	0.8	4.5	-0.3	-0.2	-1	3	0.6	-1	-0.9	-0.4
O=C(CCc1ccccc1)N[C@H]1[C@H](OCc2ccccc2)CCC[C@@]12C(=O)N(Cc1ccccc1)c1ccc(-c3cnccn3)cc12	-19	-1.6	-2.5	·	·	-133	-5	·	-6	-1.0	-1.7
CN(C)c1ccc(C(=O)OCC(=O)Nc2ccc(S(N)(=O)=O)cc2)cc1	3	-0.3	-1.9	-0.8	-1.0	-4	-9	0.3	-1	-0.9	0.6
Cc1ccc2c(c1)Oc1ccc(NC(=O)CCCl)cc1C(=O)N2	-3	1.3	-2.2	-2.3	-0.2	3	2	-1.0	4	-1.3	-0.9
CCC(CC)C(=O)Nc1nnc(-c2cccs2)s1	-1	-0.1	-1.6	1.5	1.6	-24	2	-0.8	-5	-1.0	-0.1
Cc1ccc(CNC(=O)CSc2nnnn2C)cc1	2	2.6	-0.4	-2.8	1.2	5	5	0.1	6	-0.6	0.1
Cc1cc(C(=O)CSc2nc(N)cc(=O)[nH]2)c(C)n1CCc1ccc(Cl)cc1	3	-2.9	-2.7	1.0	1.7	-2	4	-2.2	-2	-1.2	-1.7
O=C(Nn1cnc2ccccc2c1=O)c1ccccc1F	3	9.3	2.4	-1.6	1.1	-1	-3	3.9	2	-0.4	0.2
COc1cccc(C(O)c2nc(-c3ccc4ccccc4c3)cs2)c1 (configuration not stated)	-16	6.0	2.0	0.1	2.1	-7	2	·	0	-0.7	1.8
Cc1ccc(CNC(=O)c2ccc(C#CC(C)(C)O)s2)cc1	-13	-0.6	-0.1	-0.8	3.5	-3	5	-0.2	-1	-1.0	-0.6
Cc1ccc(Nc2nc(NCCO)nc(N3CCCC3)n2)cc1	-5	0.3	-2.9	-1.1	1.8	-1	-6	-0.2	1	-1.7	-0.5
COc1cc(C)nc(N2CCC(C(N)=O)CC2)n1	-1	0.9	0.8	-1.1	1.6	-1	0	-0.1	1	-0.8	0.4
CC(=O)c1cccc(NC(=S)N2CCN(S(C)(=O)=O)CC2)c1	6	1.6	-0.4	-1.1	0.9	-11	5	0.0	-1	-0.8	-0.3
CN(C)CCN(Cc1ccccc1)C(c1cc2ccccc2o1)c1nnnn1C(C)(C)C (configuration not stated)	-15	3.6	0.0	1.4	·	4	-9	·	-3	0.2	1.2
CCc1ccccc1N(C)S(=O)(=O)c1ccc(-c2cc(C)no2)s1	-4	2.1	-0.4	-1.1	-5.4	-10	2	-1.1	-1	-1.1	-1.1
COC(=O)c1ccc(CSC2=NC[C@@H]3[C@@H]4C(=O)N(Cc5ccccc5)C(=O)[C@@H]4[C@](C)(C(=O)OC)N23)cc1	-1	0.8	-2.4	0.1	3.9	1	3	-0.4	-2	-0.7	-0.6
COc1cccc(N2C(=O)/C(=C\c3cccs3)NC2=S)c1	4	2.7	1.1	-3.3	2.4	-8	3	2.4	1	-0.8	0.9
